Yfh1-off respiration – enhancers of respiration in Yfh1-depleted yeast, dose response, Friedreich's ataxia, plus single-dose screen (AID 1465). S. cerevisiae Yfh1-off respiration, WST-1 reduction, 72 h; higher fold induction means a stronger effect. one-dose fold induction at 50 µM; EC50 in µM for titrated hits. 0.074% of 220,000 active;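 active = fold induction of absorbance versus untreated yeast above a set limit, then at least 30% activation at any dose in follow-up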;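 also: activators that raise dye reduction in frataxin-depleted yeast; strong numbers were not always called active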
M17LAP inhibition – P. falciparum M17LAP inhibitors, primary screen, biochemical, fluorogenic H-Leu-NHMec substrate, 1536-well (AID 1619); recombinant M17LAP, H-Leu-NHMec fluorogenic kinetic assay; higher % means a stronger effect; inhibition, % at 30 µM, or IC50 in µM where a hit was titrated; 0.38% of 220,000 active;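 active = compound inhibiting the enzyme by more than half at any dose during confirmatory dose-response retesting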;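 also: plate controls were full reaction with DMSO carrier for no effect and no enzyme background for full effect; strong numbers were not always called active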
Autophagy HCS – modulators of autophagy; MEF GFP-LC3 puncta imaging; test concentration mostly 10 µM; calls only at 10 µM (by protocol); 0.98% of 190,000 active; AID 463193;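 active = percentage of spot-positive cells more than 3 SD above its plate mean, without a fluorescence outlier flag or 80% toxicity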;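 also: spot-positive cell cutoff set from DMSO-treated cells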
NOD1 inhibition – inhibition of NOD1-driven NF-kB reporter – cell-based, luminescence, uHTS, primary screen (AID 1578); NOD1-driven NF-kB luciferase reporter cells, luminescence; higher % means a stronger effect; one-dose inhibition, % at 4 µM; EC50 in µM for titrated hits; 1% of 290,000 active; in the data active = inhibition mostly above about 36%, no sharp cut-off; inactive = mostly below about 34%;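 also: HEK-293T reporter cells stimulated with the NOD1 agonist gamma-tri-DAP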
Dynein transport – blocks dynein driven cargo transport along microtubules; 0.47% of 220,000 active; AID 1381; z-score, hits read low; 3617.4 mouse cells, GR-EGFP nuclear translocation imaging; test concentration mostly 20 µM; stimulated with dexamethasone, 1 µM; active compounds read low;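 active = plate z-score of nuclear minus cytoplasmic receptor signal below a set negative limit, without overly bright fluorescence or cell loss, cut at about -3.5 in these data, passing the limit was not always enough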;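 also: z-score of nuclear minus cytoplasmic ring GR-EGFP intensity difference per well; some compounds called inactive have numbers as strong as hits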
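Buffer or medium: tetracycline-free induction medium containing charcoal-stripped FBS / Reagent: dexamethasone agonist, 1.0 µM final, for 30 min / Technique: automated 10x imaging of fixed Hoechst-stained cells / Times: induction 48 h, compound 1 h, agonist 30 min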
NOD2 inhibition – inhibition of NOD2-driven NF-kB reporter – cell-based, luminescence, uHTS, HEK293 (AID 1566). HEK293 NOD2/NF-kB luciferase reporter, luminescence; higher % means a stronger effect. inhibition, % at 4 µM; hits with a dose series show EC50 in µM. 0.63% of 290,000 active; in the data active = inhibition above about 50%; also: many of its hits are not listed in these tables
MT stabilize HCS – microtubule stabilizers in HeLa cells; % tubulin-high responders, % at 10 µM; HeLa tubulin immunostaining HCS, 24 h; share of cells brighter than vehicle mean+2SD; AID 2205; 0.83% of 200,000 active;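 active = plate Z-score above 3 for both tubulin-high and condensed-nucleus cell shares, with cell loss under 80%, at 10 µM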;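 also: anti alpha tubulin signal scored within the nucleus-defined area of each cell; some results filed as inactive read as strong as hits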
b-catenin transl – modulators of beta-catenin nuclear translocation; HeLa beta-catenin nuclear translocation, immunofluorescence imaging; 0.3% of 190,000 active; nuclear translocation activity, % at 5 µM;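 active = nuclear translocation activity above 50% at 5 µM, with a well cell count of 50 or more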;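 also: per-cell ratio of nuclear to cytoplasmic median beta-catenin stain intensity; plate controls were DMSO negative control for no effect and GSK-3 inhibitor IX positive control for full effect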
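Signal – beta-catenin immunofluorescence imaging with DAPI · Test system – human HeLa cell line · Dosing – 5 µM primary single dose, 0.1% DMSO, 0.02–20 µM confirmation series · Measure – % activation, nuclear-to-cytoplasmic median beta-catenin signal ratio per cell · Incubation – 24 h compound exposure at 37°C, 5% CO2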
Ins promoter up – MIN6 insulin promoter up-regulation. AID 1625. MIN6 insulin promoter-GFP reporter, high-content imaging; active compounds read high. 0.3% of 190,000 active. z-score at 5 µM;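 active = z-score above 3 at 5 µM with at least 500 cells counted in the well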
Dynein transport cytoplasmic EGFP – second read-out of Dynein transport, no call of its own (marks repeat the call); z-score; measured here: cytoplasmic GR-EGFP intensity; active compounds read high
Dynein transport nuclear GR-EGFP – also measured in Dynein transport; calls as there; z-score; measured here: nuclear GR-EGFP intensity;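 lower value marks the stronger effect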
Dynein transport cell count – further read-out of Dynein transport, marked with its call; z-score; measured here: cell count per field
Ins promoter up cell count – recorded beside Ins promoter up, whose call it bears; cell count; measured here: cytotoxicity, nuclei count;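 total cells summed across four imaged fields per well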
b-catenin transl cell count 5 µM – recorded beside b-catenin transl, whose call it bears; cell count; measured here: cell count, cytotoxicity flag
MT stabilize HCS Hoechst-high % – recorded beside MT stabilize HCS, whose call it bears; % Hoechst-high responders; measured here: nuclear condensation Hoechst responders;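 share of cells brighter than vehicle mean plus two SD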
MT stabilize HCS cytotoxicity % – also measured in MT stabilize HCS; calls as there; toxicity, %; measured here: cytotoxicity by cell density;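 0% = mean cell density of plate MIN control wells and 100% = no cells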
Autophagy HCS cell loss 18 h – second read-out of Autophagy HCS, no call of its own (marks repeat the call); toxicity, %; measured here: cell loss, nuclei count;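 cell loss after 18 h compound exposure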
An asterisk follows results filed as active; i = inactive; x = not tested or not shown. Only part of the results is shown (hit frequency here may not be typical).

1	COc1cc(COCC(O)CN2CCc3ccccc3C2)cc(OC)c1OC (stereo not given)
2	O=[N+]([O-])c1ccc(Nc2nc(N/N=C\c3ccc4c(c3)OCO4)nc(N3CCCCC3)n2)cc1
3	Cc1nn(CC(=O)Nc2cc(S(=O)(=O)N(C)C)ccc2Cl)c(C)c1[N+](=O)[O-]
4	COc1cc(C(=O)COC(=O)CNC(=O)C2CCCCC2)cc(OC)c1OC
5	CC1=C(C(=O)OCc2ccccc2)C(c2ccsc2)C(C#N)=C(N)O1 (stereo not given)
6	COC(=O)c1ccc(NC(=O)C2CC2)o1

assay / compound	1	2	3	4	5	6
M17LAP inhibition	0%	6%	-22%	-4%	26%	-4%
Dynein transport cytoplasmic EGFP	-0.22	-0.045	-0.33	-0.022	-0.13	-0.21
Autophagy HCS	i	i	i	i	i	i
NOD1 inhibition	-19%	44%	-22%	-4%	-3%	-6%
b-catenin transl cell count 5 µM	1510	x	x	1239	1192	1491
Ins promoter up	0.08	x	0.12	-0.19	0	2.2
Ins promoter up cell count	1482	x	1349	985	1266	1453
MT stabilize HCS	1.1	1.3	3.0	1.5	5.7	1.8
Autophagy HCS cell loss 18 h	26	9	7	-17	-1	6
MT stabilize HCS cytotoxicity %	8.4	1.5	2.9	6.6	4.9	9.4
Dynein transport cell count	0.53	0.059	0.49	0.73	-1.5	0.79
NOD2 inhibition	-7%	-18%	5%	-1%	-9%	-2%
Dynein transport nuclear GR-EGFP	-0.059	-0.31	-0.24	0.3	0.66	-0.55
Yfh1-off respiration	i	i	i	x	i	i
b-catenin transl	1.0	x	x	-7.0	-0.8	1.0
Dynein transport	-0.77	-0.091	0.39	-0.2	1.3	-0.92
MT stabilize HCS Hoechst-high %	1.4	1.8	2.4	1.8	1.2	0.9

7	CCOc1ccccc1N1CCN(C(=S)NCc2ccccc2)CC1
8	O=C(CCCc1ccccc1)Nc1nnc(C(F)(F)F)s1
9	CCOC(=O)N1CCN(c2cc(C)c(C(C)=O)cc2F)CC1
10	Cc1ccc(C(F)(F)F)cc1NC(N)=S
11	Oc1ccc(/C=N/Nc2nn3cnnc3c3ccccc23)cc1
12	N/C(=N\OC(=O)COc1ccc(Cl)cc1Br)c1cccnc1

assay / compound	7	8	9	10	11	12
M17LAP inhibition	-8%	-1%	14%	-4%	9%	1%
Dynein transport cytoplasmic EGFP	0.025	-0.31	-0.17	-0.29	-0.23	-0.19
Autophagy HCS	i	i	i	i	x	i
NOD1 inhibition	22%	-49%	-21%	-14%	-3%	-60%
b-catenin transl cell count 5 µM	1005	1043	1184	1013	1285	552
Ins promoter up	-0.32	0.21	0.7	-0.41	x	x
Ins promoter up cell count	978	1738	989	1235	x	x
MT stabilize HCS	2.7	2.9	1.0	1.5	x	2.2
Autophagy HCS cell loss 18 h	-6	9	-5	33	x	19
MT stabilize HCS cytotoxicity %	11	3.3	5.6	1.7	x	5.7
Dynein transport cell count	-1.5	0.66	-1.3	0.88	0.22	0.44
NOD2 inhibition	-22%	22%	7%	21%	7%	-65%
Dynein transport nuclear GR-EGFP	0.92	0.21	0.75	0.019	0.54	-0.26
Yfh1-off respiration	i	i	i	i	i	i
b-catenin transl	0.0	-0.7	-0.1	1.7	-0.2	-4.3
Dynein transport	2.6	-0.71	0.5	0.2	-0.086	-0.57
MT stabilize HCS Hoechst-high %	4.0	3.0	1.5	2.2	x	2.7

Screening data as filed in PubChem.
